NR2F2 inh = inhibitors of human COUP-TFII (NR2F2); HEK293T NGFI-A luciferase reporter, luminescence; P24468; actives 0.7% (n = 370,000); inhibition, % at 8.6 µM;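 active = inhibition above a per-plate cutoff, mean inhibition of test wells between control levels plus 3 SD, cut at about 38% in these data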;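 also: cells cotransfected with COUP-TFII expression vector driving the NGFI-A reporter; 0% = median of COUP-TF2 test wells and 100% = reporter-only cells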
TRAIL sens C8 = caspase-8 TRAIL sensitization; NB7+C8 cells + TRAIL, ATPlite viability luminescence; inhibition (viability loss, TRAIL sensitization), % at 10 µM; actives 1% (n = 360,000); AID 624354;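 active = compounds causing at least 50% loss of cell viability in the single-dose screen, relative to plate controls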
CF NFkB block = inhibitors of cystic fibrosis induced NF-kB; KKLEB NF-kB-GFP reporter, PAF-induced, GFP fluorescence overnight; inhibition, % at 5 µM; actives 0.86% (n = 360,000);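 active = at least 50% inhibition at 5 µM, scaled per plate between neutral and stimulator controls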;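 also: PAF is a Pseudomonas aeruginosa culture filtrate used as stimulus; plate controls were PAF-stimulated DMSO wells for no effect and unstimulated DMSO wells for full effect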
NR5A2 inv ag = inverse agonists of human LRH-1 (NR5A2); O00482; HEK293T StAR-luciferase reporter, LRH-1 transfected, 24 h; inhibition, % at 3.6 µM; actives 0.13% (n = 360,000); AID 602396;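 active = inhibition above the mean inhibition of all tested compounds plus 3 SD, cut at about 73% in these data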;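 also: 0% = DMSO wells and 100% = reporter-only cells lacking LRH-1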
SRC2 inh = inhibits human steroid receptor coactivator 2; AID 651957; HEK293 GAL4-SRC2 luciferase reporter, luminescence; inhibition, % at 9 µM; actives 0.17% (n = 370,000); Q15596;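 active = inhibition above the mean inhibition of all tested compounds plus 3 SD, set per campaign, cut at about 52% in these data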;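 also: 0% = DMSO treated cells and 100% = cells given Gossypol at 36 µM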
Target sequence (Q15596 whole entry, looked up, the tested form may be a part): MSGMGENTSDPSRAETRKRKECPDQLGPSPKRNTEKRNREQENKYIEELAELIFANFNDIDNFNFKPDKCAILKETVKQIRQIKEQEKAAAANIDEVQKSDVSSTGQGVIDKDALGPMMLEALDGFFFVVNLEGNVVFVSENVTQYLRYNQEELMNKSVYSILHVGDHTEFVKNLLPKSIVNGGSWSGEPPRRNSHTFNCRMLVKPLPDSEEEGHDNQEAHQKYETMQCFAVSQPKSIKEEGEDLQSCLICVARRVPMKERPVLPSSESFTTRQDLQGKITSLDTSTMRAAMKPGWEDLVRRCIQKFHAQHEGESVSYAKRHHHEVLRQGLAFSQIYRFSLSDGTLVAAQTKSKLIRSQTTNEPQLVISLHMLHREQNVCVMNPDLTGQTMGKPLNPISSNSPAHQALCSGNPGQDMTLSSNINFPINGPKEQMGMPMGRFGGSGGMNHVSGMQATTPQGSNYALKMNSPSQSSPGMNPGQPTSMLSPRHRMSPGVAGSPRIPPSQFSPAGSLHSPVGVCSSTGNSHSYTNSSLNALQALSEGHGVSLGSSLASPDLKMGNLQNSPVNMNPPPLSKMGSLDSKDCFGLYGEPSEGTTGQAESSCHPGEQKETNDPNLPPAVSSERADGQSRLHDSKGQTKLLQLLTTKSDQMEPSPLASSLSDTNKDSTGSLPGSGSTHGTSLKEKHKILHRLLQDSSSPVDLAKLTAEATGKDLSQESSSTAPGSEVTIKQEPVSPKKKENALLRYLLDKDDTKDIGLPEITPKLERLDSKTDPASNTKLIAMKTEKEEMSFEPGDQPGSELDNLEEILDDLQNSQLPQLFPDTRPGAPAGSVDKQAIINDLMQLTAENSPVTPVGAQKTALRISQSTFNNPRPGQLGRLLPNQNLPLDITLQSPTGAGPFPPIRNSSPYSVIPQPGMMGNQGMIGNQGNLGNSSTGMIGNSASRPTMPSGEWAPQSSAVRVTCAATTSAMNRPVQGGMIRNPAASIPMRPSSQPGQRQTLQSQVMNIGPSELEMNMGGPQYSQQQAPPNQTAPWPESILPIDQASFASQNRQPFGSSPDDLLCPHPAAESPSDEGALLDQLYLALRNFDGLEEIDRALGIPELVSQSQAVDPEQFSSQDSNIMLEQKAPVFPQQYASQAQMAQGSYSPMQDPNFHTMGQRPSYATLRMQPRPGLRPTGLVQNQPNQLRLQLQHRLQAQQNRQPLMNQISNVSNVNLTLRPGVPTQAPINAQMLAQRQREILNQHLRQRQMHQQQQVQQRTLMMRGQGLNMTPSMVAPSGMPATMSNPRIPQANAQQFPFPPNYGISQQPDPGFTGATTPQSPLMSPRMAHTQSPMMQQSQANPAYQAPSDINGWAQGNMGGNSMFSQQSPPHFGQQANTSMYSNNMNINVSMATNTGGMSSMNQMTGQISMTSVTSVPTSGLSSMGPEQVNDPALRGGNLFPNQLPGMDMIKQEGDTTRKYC
LMP1 NFkB inh = inhibitors of Epstein-Barr LMP1-induced NF-kappaB reporter | LMP1-induced NF-kappaB luciferase reporter cells, luminescence | inhibition, % at 12.5 µM | actives 0.69% (n = 350,000); in the data active = inhibition above about 41%;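 also: 0% = neutral control wells and 100% = reference inhibitor control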
SRC3 inh = inhibitors of human steroid receptor coactivator 3 (SRC3); inhibition, % at 3.6 µM; actives 0.17% (n = 360,000); Q9Y6Q9; HEK293 GAL4-SRC3 luciferase reporter, luminescence; AID 588352;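 active = inhibition above a per-campaign cutoff, the mean of all compounds plus 3 SD, cut at about 60% in these data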;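 also: 0% = DMSO-treated cells and 100% = gossypol-treated cells at 36 µM; higher means less SRC3-driven luciferase light from the GAL4 reporter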
TWEAK-Fn14 inh = blocks TWEAK-Fn14 interaction in a reporter cell assay | actives 2% (n = 360,000) | AID 1159606 | inhibition, % at 10 µM | TWEAK-stimulated Fn14 reporter cells, luciferase luminescence, 8 h; in the data active = inhibition above about 50%
SRC1 inh = inhibits human SRC1 coactivator | inhibition, % at 3.6 µM | Q15788 | AID 588354 | HEK293 GAL4-SRC1 luciferase reporter, luminescence | actives 0.12% (n = 360,000);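 active = inhibition above the campaign mean plus 3 SD, with each screening campaign given its own cutoff, cut at about 60% in these data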;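 also: 0% = DMSO treated cells and 100% = gossypol at 36 µM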
TROY signal inh = blocks TROY-dependent signaling in reporter cells; Q293 LMP1-TROYcd NF-kB luciferase reporter, 4 h; inhibition, % at 10 µM; actives 0.98% (n = 360,000);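 active = compounds whose plate-normalised and pattern-corrected inhibition of the luciferase reporter signal at the single screening dose is 50% or more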
KKLEB tox = CF airway cell cytotoxicity counter-screen; actives 0.36% (n = 360,000); AID 602141; KKLEB CF airway cells viability, ATPlite luminescence, overnight; active compounds read low; cells stimulated with P. aeruginosa culture filtrate; activity change (cytotoxicity), % at 5 µM;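 active = corrected activity change at or below -50% at 5 µM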
* hit, by the source's call; nt = not tested or not shown.

canonical_smiles,NR2F2 inh,TRAIL sens C8,CF NFkB block,NR5A2 inv ag,SRC2 inh,LMP1 NFkB inh,SRC3 inh,TWEAK-Fn14 inh,SRC1 inh,TROY signal inh,KKLEB tox
O=C(NCc1ccccc1)C1C(=O)N(Cc2ccccc2)C(=O)C1C1(O)CCCC1 (configuration not stated),7,-10,5,1,-2,-17,7,4,-2,6,-4
CCOC(=O)c1c(NC(=O)COC(=O)CCNS(=O)(=O)c2ccccc2)sc(C(=O)NC)c1C,13,-5,26,-10,-20,3,-1,-9,-9,6,7
O/N=C/c1ccc2ccccc2n1,-29,-6,4,-9,-44,-22,19,-33,-16,10,11
NC(=O)CN(c1ccc(Cl)cc1)S(=O)(=O)c1ccccc1,8,-6,-17,5,-52,10,6,-9,-7,4,16
Cc1ccc(CN2C(=O)C(CC(C)C)Nc3ncnc(N4CCCCC4)c32)cc1 (configuration not stated),-13,4,0,-9,10,nt,-10,-4,7,-21,-16
CCOC(=O)C(Cc1cc(C(C)=O)ccc1OCC)C(=O)OCC,5,-4,-8,27,5,10,-36,-11,-14,-2,-5
O=C(CN1CCN(c2ccccc2F)CC1)Nc1ccc2c(c1)CCC2,-3,-2,-3,-9,12,-65,-7,22,-8,-7,-1
COc1cccc(C(O)c2nc(-c3cccc(CO)c3)cs2)c1 (configuration not stated),1,14,10,2,23,nt,-12,-10,-31,-21,6
COc1cc(NC(=S)NC(=O)c2ccc(F)cc2)ccc1NC(=O)c1ccco1,-20,4,6,-10,-11,-1,-1,5,14,-7,-4
O=C(Cc1ccccc1)N/N=C/c1ccc([N+](=O)[O-])s1,-3,33,0,45,-13,-3,-2,9,-25,-6,7
CCc1cc(=O)oc2cc(C)cc(OC(C)C(=O)NCc3ccncc3)c12 (configuration not stated),-6,2,-9,8,-7,2,23,-12,9,1,1
Cc1ccc(S(=O)(=O)N2CCOCC2)cc1NC(=O)COC(=O)CNC(=O)c1ccc(Oc2ccccc2)cc1,-4,13,7,-2,13,1,-10,-5,6,-6,7
CSc1nc(Cl)cc(=O)[nH]1,-3,-3,-18,-2,-8,-5,-12,0,-9,-5,5
O=C(N/N=C/c1ccsc1)c1cc(-c2cccs2)nc2ccccc12,-6,-21,18,12,-16,-11,-11,-5,5,18,-20
COc1ccc2oc(C(=O)NC(C)c3ccccn3)c(C)c2c1 (configuration not stated),-5,0,-5,2,-37,-3,-30,-7,-7,-43,-1
Cc1cc(C(=O)CSc2nnc(-c3ccco3)o2)c(C)n1CC1COc2ccccc2O1 (configuration not stated),-10,-2,18,-17,2,4,-9,85*,0,nt,-3
CC1CCCCC1N1CN=C(Nc2nc3ccccc3s2)NC1 (configuration not stated),-5,33,-1,-8,-17,-22,-11,-13,-21,6,0
O=C(COC(=O)/C=C/c1ccccc1[N+](=O)[O-])NC(=O)NC1CCCC1,-16,0,-31,-14,-12,5,-1,-10,3,36,3
C[C@]12c3[nH]c4cc(-c5ccco5)ccc4c3CCN1C(=O)[C@@H](CC(=O)NCc1cccc(C(F)(F)F)c1)C[C@@H]2C(=O)N1CCOCC1,9,10,-1,-11,-4,4,-5,2,-2,-21,-2
CC(C)c1ccc(S(=O)(=O)N2CCN(C(=O)CCNS(=O)(=O)c3ccccc3F)CC2)cc1,14,6,-29,-13,1,0,15,-2,-4,-3,0
CCOC(=O)C1=C(C)N=c2sc(=C(C)C)c(=O)n2C1c1ccc(N(C)C)cc1 (configuration not stated),-8,15,-2,-15,-1,-1,18,16,-1,-9,6
CCCOc1ccc(N2C(=O)CC(N3CCN(CCN=CC4C(=O)CC(C)(C)CC4=O)CC3)C2=O)cc1 (configuration not stated),-9,-3,3,-5,0,-7,3,-11,7,-5,-6
CCOC(=O)C1(C)CCN1C(=O)c1ccc(F)c(Cl)c1 (configuration not stated),-2,-4,-17,2,-18,nt,17,-5,15,-6,-1
CN1CCCC1CN1CCCC1 (configuration not stated),nt,-4,5,2,nt,nt,8,-3,-23,-10,6
Oc1ccc(Br)cc1/C=N/Nc1ncc(-c2ccccc2)cn1,14,26,-1,-24,5,5,10,-9,3,-14,-3
CC1CC(C)CN(C(=O)Cn2cc(C=O)c3ccccc32)C1 (configuration not stated),8,3,1,5,-24,-8,-19,3,-4,-7,24
COc1ccc2ccccc2c1/C=N/NC(=O)c1ccc([N+](=O)[O-])cc1,9,-6,1,-18,1,-3,-17,-22,-4,-30,-19
O=C(CSc1nc2ccccc2o1)NC1CCCC1,-12,0,-8,-1,16,-3,-7,13,-9,1,5
CCOC(=O)C(C)(C)N(Cc1ccc(C)cc1)S(=O)(=O)c1ccc(Cl)c([N+](=O)[O-])c1,1,40,-2,7,5,1,5,60*,-17,30,6
O=C(Cn1nnc2ccccc21)c1ccc(Br)cc1,-40,-3,6,-20,-32,-6,6,1,-64,-26,4
Cc1cc(NC(=O)COc2ccc3ccccc3c2Br)no1,-3,-11,-25,-82,-80,-13,-62,-17,-79,-31,13
CCOc1ccc(OCc2ccc(C(=O)NC(C)C)o2)cc1,-7,-8,1,-4,-7,11,-39,-28,-15,-8,-6
CCOC(=O)C1CCN(C(=O)C2CCC(=O)N(CC3CCCCC3)C2)CC1 (configuration not stated),10,14,-17,-2,8,-1,3,3,-17,6,25
CC(=O)c1c(C)[nH]c(C(=O)NC2=NCCS2)c1C,-43,-9,-5,-5,-39,3,-17,-3,-39,-38,7
COc1cccc(OC)c1C(=O)NC(=S)Nc1ccc(S(=O)(=O)Nc2nccs2)cc1,13,1,19,-14,-9,-6,21,-1,-7,-16,-7
Cc1onc(-c2ccccc2)c1-c1csc(N/N=C/c2ccccc2)n1,20,-7,-2,-8,-5,-5,12,2,-1,-11,-3
Oc1sc(C=Nc2ccc(F)cc2)c2ccccc12,7,-13,-29,-17,-10,-69,-4,-29,-5,8,16
COc1ccc(NC(=O)C2CCN(c3cc(C)nc(-c4ccccc4)n3)CC2)cc1,14,-2,12,-19,-17,-1,21,6,-9,9,12
Cn1nnc(NC(=O)CSc2nnnn2-c2ccc(F)cc2)n1,-1,5,-6,6,19,3,7,11,6,-2,-2
O=C(O)c1cc(NC(=O)C2CCCO2)cc(C(=O)O)c1 (configuration not stated),-6,-12,-15,-15,-9,1,-13,31,-14,16,1
COCc1ccc(C(=O)N2CCCC(C(=O)c3ccc(Cl)cc3C)C2)o1 (configuration not stated),5,-3,3,11,17,1,-2,-13,-3,2,-3
Cc1cc(NC(=O)c2ccccc2-c2ccccc2C(=O)O)no1,4,8,-15,-5,20,-4,-7,-15,9,-18,4
CSc1ncc(Cl)c(C(=O)Nc2cccc(Cl)c2)n1,1,-4,-8,17,-43,5,12,4,-1,-15,-1
CC(C)C[C@@]12C(=O)N(c3cccc(Br)c3)C(=O)N1[C@H](c1ccc(Cl)cc1)[C@@H]1C(=O)N(C3CCCCC3)C(=O)[C@@H]12,-14,13,32,-9,6,-1,9,-9,9,-4,2
COCCn1c(SCC(=O)Nc2nnc(C)s2)nnc1-c1c[nH]c2ccccc12,nt,5,8,7,nt,-5,-9,6,-14,4,4
O=C(Nc1cccnc1)c1cccc([N+](=O)[O-])c1,-9,14,-11,26,6,4,-8,-13,2,-7,12
O=C(COc1ccccc1)N1CCN(S(=O)(=O)c2cccs2)CC1,-17,10,12,2,19,3,-11,1,-1,-1,2
C/C(=C\C(=O)c1ccc(C)o1)Nc1ccc(C(=O)O)cc1C,9,4,0,9,1,8,2,-15,9,-13,1
COC(=O)CN1C(=O)[C@H]2[C@@H](c3ccc(C)o3)N3C(=O)CN(Cc4ccc(-c5ccccc5)cc4)C(=O)[C@@]3(C)[C@H]2C1=O,11,-1,-13,15,3,0,-9,1,8,-26,13
CC1=CC(c2ccccc2)n2ncnc2N1 (configuration not stated),-3,-11,26,12,-4,1,-13,12,-11,-8,-5

Additional results follow.
canonical_smiles,NR2F2 inh,TRAIL sens C8,CF NFkB block,NR5A2 inv ag,SRC2 inh,LMP1 NFkB inh,SRC3 inh,TWEAK-Fn14 inh,SRC1 inh,TROY signal inh,KKLEB tox
CCOC(=O)c1[nH]c(C)c(C(=O)OCC)c1C,-12,8,-10,-31,-19,5,-24,-45,-27,-36,0
CC(=O)NCc1ccc(-c2csc(NC(=O)CCCc3nc4ccccc4c(=O)[nH]3)n2)cc1,-16,1,-20,-5,-12,1,-31,5,0,-13,-10
CC1(C)CC(=O)C2=C(C1)NC1=C(C(=O)c3ccccc31)C2c1cccnc1 (configuration not stated),14,5,2,-10,7,3,17,3,-3,15,-1
O=C(CCc1nc2ccccc2s1)Nc1ccccc1,-13,21,-3,8,6,-4,0,-16,-10,-25,-2
CC(C)c1ccc(NC2CCCN(C(=O)c3cc(C(C)C)nc(N)n3)C2)cc1 (configuration not stated),5,24,-8,-11,-29,7,14,16,-1,30,11
CNC(=O)c1ccccc1NC(=O)c1cccc(S(=O)(=O)N2CCC(C)CC2)c1,10,9,-8,11,27,11,6,5,6,-4,9
O=C(Nc1ccccc1NC(=O)C1CCCO1)c1ccco1 (configuration not stated),15,-9,13,-27,-6,4,10,19,3,2,-7
O=C(CSc1nc2ccccc2c(=O)n1Cc1ccco1)N1CCCC1,-10,-2,-2,7,11,3,-3,-6,-13,-9,0
CCC(C)[C@H](NS(=O)(=O)c1ccc(C)cc1)C(=O)N1CCC(C(=O)N2CCC(C(N)=O)CC2)CC1 (some centres not stated),-8,0,12,-1,-16,-5,12,1,4,-19,-10
O=C(CCS(=O)(=O)c1ccccc1)N1CCCc2ccccc21,-10,-9,14,-21,18,-3,-22,-6,-2,-31,2
CCCC#Cc1cnc2c(c1)C(=O)N([C@H](C)CO)C[C@@H](C)[C@H](CN(C)S(=O)(=O)c1cccc(OC)c1)O2,7,-1,-24,-6,1,-4,3,0,-9,-4,1
S=C(NCCc1c[nH]c2ccccc12)NC1CCCCC1,-13,0,12,-36,-5,-4,-8,-23,-15,-15,-14
COc1ccc(S(=O)(=O)N2CCCCC2)cc1NC(=O)C1CC1C (configuration not stated),-18,-8,-23,0,10,-8,2,4,-3,0,18
CCOc1ccc2c(C)cc(=O)oc2c1OCC,5,-7,14,-5,-9,-6,7,-29,5,8,-4
Cc1cc(=O)oc2c(C)c(OC(C)C(=O)NC3CCN(Cc4ccccc4)CC3)ccc12 (configuration not stated),7,2,-8,21,-7,-3,-13,-8,0,-7,4
CCN(CC)CC(O)COc1ccc2c(c1)OCO2 (configuration not stated),-2,-7,10,11,-39,-2,4,27,0,-7,-1
Cc1ccc(S(=O)(=O)NC(=O)COc2ccccc2C)cc1,13,1,-11,-15,12,-1,5,10,-24,-6,11

Screening data from PubChem BioAssay.

Rows were taken by chance, and some 4.2% of all compounds hit somewhere here.
